KDM5B inh: Primary screen for KDM5B Histone Demethylases FDH-coupled qHTS; Lysine-specific demethylase 5B (Homo sapiens), Q9UGL1; KDM5B demethylase, FDH-coupled NADH fluorescence (FDH is formaldehyde dehydrogenase); Potency, µM (highest dose often 57.7 µM), for inactives: at the highest dose activity change, negative = inhibition, most hits filed as inhibitors; hit rate 2.6% among 220,000; AID 1347165, 2019; active means well fitted inhibition curve with a large enough effect; inconclusive means small, poorly fitted or top-dose-only effect; inactive means no such curve, though single readings can be large or run the other way; further: 0% is about no effect; nearly all actives have a fitted effect of over 70% in size
Target sequence (Q9UGL1 whole entry, looked up): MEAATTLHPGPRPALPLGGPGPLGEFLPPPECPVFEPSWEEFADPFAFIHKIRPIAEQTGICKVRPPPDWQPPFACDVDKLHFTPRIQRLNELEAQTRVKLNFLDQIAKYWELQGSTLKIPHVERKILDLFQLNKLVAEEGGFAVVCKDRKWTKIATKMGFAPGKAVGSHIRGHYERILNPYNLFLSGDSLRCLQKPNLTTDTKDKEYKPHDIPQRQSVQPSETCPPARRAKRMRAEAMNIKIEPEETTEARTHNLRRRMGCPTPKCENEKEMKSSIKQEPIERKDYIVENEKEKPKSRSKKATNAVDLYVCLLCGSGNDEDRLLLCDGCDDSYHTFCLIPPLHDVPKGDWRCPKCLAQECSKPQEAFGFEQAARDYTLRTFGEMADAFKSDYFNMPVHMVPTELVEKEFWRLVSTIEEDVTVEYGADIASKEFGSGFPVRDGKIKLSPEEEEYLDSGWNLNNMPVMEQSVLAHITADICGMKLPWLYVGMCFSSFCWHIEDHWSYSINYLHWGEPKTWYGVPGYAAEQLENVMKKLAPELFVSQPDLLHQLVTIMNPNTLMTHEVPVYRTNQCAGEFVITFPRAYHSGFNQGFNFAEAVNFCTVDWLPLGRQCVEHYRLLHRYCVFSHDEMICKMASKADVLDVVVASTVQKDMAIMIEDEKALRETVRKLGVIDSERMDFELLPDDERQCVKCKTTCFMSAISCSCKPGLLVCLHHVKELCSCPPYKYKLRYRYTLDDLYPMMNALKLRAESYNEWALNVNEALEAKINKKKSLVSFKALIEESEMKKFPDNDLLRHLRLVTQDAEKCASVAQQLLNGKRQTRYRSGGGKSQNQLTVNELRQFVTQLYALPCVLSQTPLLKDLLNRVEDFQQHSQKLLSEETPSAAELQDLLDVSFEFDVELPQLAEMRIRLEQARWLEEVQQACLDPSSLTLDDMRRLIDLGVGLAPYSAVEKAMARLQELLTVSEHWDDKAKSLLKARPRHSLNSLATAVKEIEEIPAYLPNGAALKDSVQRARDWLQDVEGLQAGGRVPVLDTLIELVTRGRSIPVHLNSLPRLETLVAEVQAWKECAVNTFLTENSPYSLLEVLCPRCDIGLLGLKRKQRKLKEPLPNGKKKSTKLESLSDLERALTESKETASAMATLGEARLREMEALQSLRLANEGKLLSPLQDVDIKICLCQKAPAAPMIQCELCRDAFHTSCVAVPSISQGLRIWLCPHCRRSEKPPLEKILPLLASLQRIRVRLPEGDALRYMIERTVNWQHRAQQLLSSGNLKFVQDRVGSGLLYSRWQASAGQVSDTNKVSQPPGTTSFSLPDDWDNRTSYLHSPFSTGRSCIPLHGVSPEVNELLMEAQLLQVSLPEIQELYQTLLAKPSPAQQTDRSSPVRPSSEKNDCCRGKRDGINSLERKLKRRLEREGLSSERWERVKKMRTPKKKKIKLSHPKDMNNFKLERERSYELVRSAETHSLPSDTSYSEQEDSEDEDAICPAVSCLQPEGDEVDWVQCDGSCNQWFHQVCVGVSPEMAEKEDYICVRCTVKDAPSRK
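KDM5BΔAP (200 nM final) in 50 mM HEPES pH 7.5, 0.01% Tween-20 was preincubated 10 min at RT with compound over a concentration range. Substrate mix (H3K4me3 12.5 µM, α-KG 25 µM, Fe²⁺, ascorbate, NAD⁺, FDH) was added, and NADH fluorescence change over 30 min gave dose-response curves.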
Active calls of the source: *; u = inconclusive; & = joins results of further samples; [ ] = dose if it differs, or a comment. Potency means the concentration at half of the fitted maximal effect.

SMILES	KDM5B inh
Clc1cccc(CNc2cc(-c3ccccc3)nc3nncn23)c1	u
C=CCNC(=O)[C@@H]1[C@H](c2cc(OC)c(OC)c(OC)c2)c2cc3c(cc2[C@H](O)[C@H]1CO)OCO3	24%
CC(=O)N1CC2(CCN(Cc3nnc(C)n3C)CC2)CC1C(=O)O (stereo unspecified)	-19%
O=C1CCCN1CCCN1C(=O)[C@@H]2C[C@@H](O)CN2C2(CN(Cc3cccc(OC(F)(F)F)c3)C2)C1=O	-22%
COc1ccc(OC)c(CNC(=O)C2CCN(S(=O)(=O)c3ccc4[nH]c(=O)oc4c3)CC2)c1	-12%
Cc1ccc(C(=O)N2CCCCCCNC(=O)[C@@H]3CCC[C@@H]32)s1	-6%
Cc1ccc(S(=O)(=O)N(C)CC(=O)Nc2ccc(Nc3ccccc3)cc2)cc1	-1%
O=C(c1ccc(=O)[nH]c1)N1CCC2(CCCN(Cc3ccccc3F)C2=O)C1 (stereo unspecified)	-19%
Cc1cc(C)c(NC(=O)C(=O)NCCc2csc(-c3ccc(F)cc3)n2)c(C)c1	-40%
CN1CCN(c2ncccc2CNC(=O)[C@H]2[C@@H]3C=C[C@@]4(CN(C)C(=O)[C@@H]24)O3)CC1	-15%
Cc1ccc2sc(N(Cc3cccnc3)C(=O)c3ccc(S(=O)(=O)N(C)C)cc3)nc2c1C	2%
CCN1CCc2c(sc(NC(=O)c3ccc4ccccc4c3)c2C(N)=O)C1	-24%
CN(CC1CCOC1)C(=O)NCCc1ccccc1 (stereo unspecified)	0%
O=C(O)c1ccccc1SCc1ccc(Br)cc1	16%
CN1C(=O)[C@H]2CN(Cc3ccc(C#N)cc3)C[C@H]2C1=O	5%
CN(C)CCNC(=O)CN1C(=O)COc2ccc(S(=O)(=O)N3CCCC3)cc21	5%
O=C(NCCc1noc(C2CCCC2)n1)c1cc(F)c(F)cc1Cl	40%[activator]
COCC(=O)N[C@H]1C[C@@H](CO)N(Cc2ccc(C#N)cc2)C1	u
O=C1COc2ccc(Nc3cccnc3)nc2CN1Cc1ccc(C(F)(F)F)cc1	u
COc1ccc(-n2nnnc2C2CCN(S(=O)(=O)c3ccc(F)cc3)CC2)cc1	9%
CCc1ccccc1NS(=O)(=O)c1c(C)[nH]c(C)c1C(=O)N1CCCC1	12%
COCCc1noc([C@@H]2CN(Cc3cccc(C#N)c3)C[C@H]2CO)n1	-4%
O=C(COc1ccc2nc3n(c(=O)c2c1)CCC3)NC1CCCCC1	10%
O=C(CS(=O)(=O)c1cccc2nsnc12)Nc1ccccc1	13%
CC(C)(C)C(=O)Cn1c(=O)n(CCCCCC(=O)NCc2ccc3c(c2)OCO3)c(=O)c2sccc21	-27%
Cc1ccc(S(=O)(=O)c2cn(Cc3ccccc3)c3cc(N4CCCCC4)c(F)cc3c2=O)cc1	-37%
COc1ccc(C(=O)C2CCN(CCS(=O)c3ccccc3)CC2)cc1 (stereo unspecified)	20%
CN(Cc1cccnc1)c1nc2c(c(=O)[nH]1)CCN(Cc1cccc(Cl)c1)CC2	-21%
Cc1ccc(NC(=O)CCCn2c(=O)c3cccn3c3cccnc32)c(C)c1	u
O=C(Cn1ncc2ccccc2c1=O)NCCCC1CCCC1	13%
Cc1ccccc1-n1ncc2c1CC(C)(C)CC2NC(=O)CCN1CCCCC1=O (stereo unspecified)	-3%
CCOc1ccc(Nc2nc3c(S(=O)(=O)c4ccc(CC)cc4)nnn3c3ccc(Cl)cc23)cc1	6%
CCOC(=O)C(NC(=O)c1ccccc1)c1ccccc1 (stereo unspecified)	17%
COC(=O)C(C)Oc1cc(C)cc2oc(=O)cc(-c3ccccc3)c12 (stereo unspecified)	19%
FC(F)(F)c1ccccc1CNCc1ccco1	8%
Cc1ccc(C(=O)NC2CCN(c3cc(-c4ccc(F)cc4)[nH]n3)C2)cc1 (stereo unspecified)	u
CCOc1ccc(CN(C(=O)c2nc(SC)ncc2Cl)C2CCS(=O)(=O)C2)cc1 (stereo unspecified)	-16%
COc1ccc(OC)c(NC(=O)CC2Oc3ccccc3NC2=O)c1 (stereo unspecified)	-9%
COc1ccc(NCCC(c2ccc(F)cc2)c2ccc(Cl)cc2)cc1 (stereo unspecified)	u
O=C(CN1C(=O)NC2(CCOCC2)C1=O)NCCCc1ccccc1	-3%
CC(C)C(=O)Nc1ccc2[nH]cc(C(C(=O)O)N3C[C@H](C)C[C@H](C)C3)c2c1 (stereo partly specified)	7%
Cc1ccsc1C(=O)OCC(=O)OC1CC(C)CCC1C(C)C (stereo unspecified)	-5%
COc1ccc(C(=O)N2CCC3(CC2)NC(=O)N(Cc2ccc(F)cc2)C3=O)cc1OC	21%
CCc1nc(CNCc2cccc(NC(=O)c3ccc(F)cc3)c2)cs1	5%
CN(C)c1ccc(C(=O)NCc2coc(-c3cccs3)n2)cc1[N+](=O)[O-]	7%
Fc1ccccc1N1CCN(c2nc(-c3cccnc3)nc3ccccc23)CC1	u
O=C(c1ccc(-c2ccc(F)cc2)s1)N(Cc1ccco1)C1CC1	-25%
COc1cccc(NC(=O)C2CCN(S(=O)(=O)c3c(C)noc3/C=C/c3cccs3)CC2)c1	u
Cc1ccc(N2C(=O)c3cc(-c4ccco4)nn3CC2(C)C(=O)NC2CCCCC2)cc1 (stereo unspecified)	-3%
Cc1sc2nc(SCc3noc(C(C)(C)C)n3)n(C)c(=O)c2c1C	-18%
Cc1ccc2oc([C@H]3CCN(Cc4c[nH]c5ccccc45)C3)nc2c1	13µM*
O=C(NCCc1ccc(Cl)cc1)c1nc(-c2cccc(F)c2)n2c1CCCCC2	-29%
CC(C)c1nn2c(=O)cc(COC(=O)CNC(=O)c3ccccc3Cl)nc2s1	-25%
COc1cc(C(=O)Nc2nc3c(s2)Cc2c(Br)ccc(OC)c2-3)cc(OC)c1OC	-17%&-44%
CC(Oc1ccc(C#N)cc1)C(=O)NC(C1CC1)C1CC1 (stereo unspecified)	19%
CNC(=O)N1CCC(C2CCN(C(=O)NCc3ccc(F)cc3)C2)CC1 (stereo unspecified)	35%[activator]
C#Cc1cccc(NC(=O)Cc2cccc(OC)c2)c1	6%
O=C(O)c1ccccc1C(=O)c1ccc(-c2ccccc2)cc1	-1%
COc1ccccc1CNC(=O)Cn1nc(C)n2cccc2c1=O	-16%
CCc1ccc(N2CC(c3noc(-c4cc(OC)c(OC)c(OC)c4)n3)CC2=O)cc1 (stereo unspecified)	32µM*
Additional compounds:
SMILES	KDM5B inh
O=C(NCc1cccn1Cc1ccccc1)Nc1ccc(Br)cc1F	-11%
Cc1ccc(Cl)cc1-n1c(SCC(=O)NCc2ccccc2)nc2n[nH]c(C)c2c1=N	33%[activator]
CCCN1CCC(N(C)C(=O)Nc2ccc(F)cc2F)CC1	17%
CC(C)c1noc(-c2cccn3c(CNC(=O)c4ccncc4)nnc23)n1	u
Cc1ccc(NC(=O)CC2C(=O)OCCN2Cc2ccccc2)cc1Cl (stereo unspecified)	-12%
CCCC1c2nccn2CCCN1C(=O)CCc1c(C)noc1C (stereo unspecified)	9%
Cc1cccc(N2CCN(c3cc(C(=O)O)c4cc(NC(=O)c5ccccc5)ccc4n3)CC2)c1	-3%
CCn1nccc1C(=O)N1CCC(N2C[C@H](O)C[C@H]2C(=O)NC2CCCCC2)CC1	23%
O=C1c2oc3ccccc3c(=O)c2C(c2ccc(Br)cc2)N1c1ccccn1 (stereo unspecified)	-14%
COc1ccc(CN(C)Cc2cc(=O)oc3ccc(C)cc23)cc1	5%
O=C(CCSc1nc2ccccc2s1)NC1CCc2ccccc21 (stereo unspecified)	7%
c1ccc2c(c1)Cc1cccnc1-2	8%
Nc1ncnc(Nc2ccc(Cl)cc2)c1[N+](=O)[O-]	5%
CCOc1ccc(CNC(=O)C2Cc3ccccc3N2C(=O)CC)cc1 (stereo unspecified)	-8%
CCCCc1nn(CC(=O)NCc2c(C)noc2C)c(=O)n1-c1ccccc1	19%
O=C(Nc1ccc2c(c1)OCO2)N1CCc2onc(-c3ccc(F)c(F)c3)c2C1	u
CCCCOc1cccc(-c2cc(C(=O)O)c3ccccc3n2)c1	4%
O=C(NCc1ccccn1)c1ccc(N2CC3CC(C2)[C@H]2CCCC(=O)N2C3)nc1 (stereo partly specified)	u
Cc1ccc(C(=O)c2sc(Nc3ccccc3)nc2N)c(C)c1	-17%
O=C(Nc1nc2ccc(F)cc2s1)c1nn(-c2ccccc2)ccc1=O	-1%
Cc1cccc(-c2cnc3n[nH]c(-c4ccccc4)c3n2)c1	35µM*
CCOCCCNc1ncnc2c1CN(C1CCCNC1)C(=O)CN2C (stereo unspecified)	u
CC(C)C(=O)N1CCC(O)(c2ccccc2)[C@H](N(C)C)C1 (stereo partly specified)	-31%
CCc1ccc(C2CC(=O)c3c([nH]c(C(=O)OC4CCCC4)c3C)C2)cc1 (stereo unspecified)	11%
COc1ccc(C(=O)NCC(=O)N=Nc2c(O)n(C)c3ccccc23)cc1OC	-1%
COc1ccc(C(=O)N2CC[C@@H]3CN(S(C)(=O)=O)[C@@H]3C2)cc1F	12%
Cc1ccc(-c2cnc(-c3ccccc3C(=O)NCc3ccccc3)o2)cc1	u
NC(=O)NC(=O)CSc1ncnc2ccccc12	11%
C[C@@H]1CN(C(=O)c2cnc3c(O)cccn3c2=O)CC[C@@]1(O)C1CCC1	32µM*
CCC/C=N/NC(=O)c1ccccc1C	39%[activator]
Oc1cccc(Nc2nc(-c3ccccc3)nc3ccccc23)c1	u
Oc1c(Cl)cccc1C=Nc1cc(C(F)(F)F)ccc1Oc1ccccc1	-4%
CC(C)C(=O)N1Cc2ccccc2CC2(CCN(CC3CCNC3)CC2)C1 (stereo unspecified)	14%[115 µM]
N#Cc1ccccc1CN1CCNc2nc(CNCc3ccc4c(c3)OCO4)n(Cc3ccccc3)c2C1=O	-16%
COc1cccc(N2CC(NC(=O)CCCc3ccccc3)CC2=O)c1 (stereo unspecified)	-12%
O=C(N/N=C/c1cn(Cc2ccccc2)c2ccccc12)c1cc(O)cc(O)c1	u
Cc1cccc(-c2noc(CN(C(=O)COc3ccc(Br)cc3C)C(C)C)n2)c1	u
N#CCc1ccc(OCc2ccc(C#N)cc2)cc1	15%
CCOc1ccccc1NC(=O)Nc1ccc(-c2nnc3n2CCCC3)cc1	0%
CCCN(C1CCS(=O)(=O)C1)S(=O)(=O)c1ccc(OC)cc1 (stereo unspecified)	22%
Cc1cccnc1NC(=O)c1ccc(C2SCCCS2)cc1	20%
COc1ccc(-c2ccc3c(n2)CN(Cc2csc(C)n2)C(=O)CO3)cc1F	35µM*
COc1cccc(OC)c1C(=O)Nc1ccc2oc(=O)ccc2c1	105%[activator]
COc1ccc2nc(SCCC(=O)O)cc(C)c2c1	u
COc1ccc(CN2CC(CNc3ccccc3)C3(C2)CN(c2ccccc2)C3)cc1O (stereo unspecified)	u
CC(=O)Nc1ccc(S(=O)(=O)NCC(=O)NCCCc2ccccc2)cc1	-6%
CCC(CC)NC(=O)Nc1ccccc1F	18%
CC(C)CC(NC(=O)C(c1ccccc1)C(C)C)c1ccccc1 (stereo unspecified)	24%
O=C(CCCc1ccccc1)N1CCC([C@@H]2CNC[C@H]2CO)CC1	9%
Cc1noc(C)c1S(=O)(=O)N1C[C@@H](F)C[C@H]1C(=O)N1CCc2ccccc2C1	u
N#Cc1cccc(CN2C[C@@H](CO)[C@H](c3ccccn3)C2)c1	13µM*
CC(C)(C)NC(=O)C[C@@H]1CCNC[C@@H]1Cc1cc(CC2CCCCC2)on1	22%[86.2 µM]
CC(C)C[C@@H]1N[C@H](C(=O)NCCOc2ccccc2)Cc2cn(C)c3cccc1c23	u
Cc1ccc(CN2CCN(C(=O)C3(Cc4cccnc4)CCCCC(=O)N3)CC2)cc1 (stereo unspecified)	5%
COc1ccc(S(=O)(=O)N2CCN(c3ccc(F)cc3)CC2)cc1-c1noc(C)n1	0%
Cc1cc(C)n(Cc2ccc(C(=O)N3CCC(N4C[C@H](O)C[C@H]4C(=O)NC4CCCCC4)CC3)o2)n1	-25%

High-throughput results as filed in PubChem.

An excerpt (hit frequency here may not be typical).
